Dynein cargo inh: blocks dynein driven cargo transport along microtubules; 3617.4 mouse cells, GR-EGFP nuclear translocation imaging; test concentration mostly 20 µM; stimulated with dexamethasone, 1 µM; stronger effect = lower value; z-score, hits read low; hit rate 0.47% among 220,000; AID 1381;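 active = plate z-score of nuclear minus cytoplasmic receptor signal below a set negative limit, without overly bright fluorescence or cell loss, cut at about -3.5 in these data, passing the limit was not always enough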;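 note: z-score of nuclear minus cytoplasmic ring GR-EGFP intensity difference per well; some compounds called inactive have numbers as strong as hits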
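Also added: dexamethasone, 1.0 µM final. Medium: tet-free, stripped-serum medium. Detection: fixed, Hoechst-stained cells imaged at 10x for EGFP. Read-out: nuclear-to-cytoplasmic GR-EGFP distribution per well. Times: induction 48 h, compound 1 h, agonist 30 min.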
GPR55 activation: selective activators of receptor GPR55 – imaging, U2OS cells, beta-arrestin-GFP redistribution, primary screen (AID 1961); hit rate 0.048% among 290,000; U2OS GPR55 beta-arrestin-GFP redistribution imaging; higher % means a stronger effect; one-dose activation, % at 10 µM; EC50 in µM for titrated hits;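 active = activation above 40% with more than 50 cells counted in the well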;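 note: U2OS osteosarcoma cells stably expressing GPR55 and beta-arrestin-GFP; plate controls were DMSO negative control for no effect and LPI positive control for full effect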
AID2073: inhibitors of Mint1-CaV2.2 protein interaction, biochemical, HTRF (AID 2073). hit rate 0.19% among 290,000. HTRF protein-protein interaction, Mint1-CaV2.2; higher % means a stronger effect. inhibition, % at 20 µM; hits with a dose series show IC50 in µM; in the data active = inhibition mostly above about 51%, no sharp cut-off; note: some results filed as inactive read as strong as hits
M1AAP inhibition: P. falciparum M1AAP inhibitors, biochemical, fluorogenic H-Leu-NHMec substrate, 1536-well (AID 1445) | hit rate 0.42% among 220,000 | recombinant M1AAP, H-Leu-NHMec fluorogenic kinetic assay; higher % means a stronger effect | inhibition, % at 30 µM, or IC50 in µM where a hit was titrated;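 active = primary inhibition above the hit cutoff, then over 50% inhibition at one or more dose response concentrations, cut at about 23% in these data, passing the limit was not always enough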;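 note: plate controls were DMSO full reaction for no effect and no enzyme background for full effect; strong numbers were not always called active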
KOR beta-arrestin-1: kappa opioid receptor blockers – cell-based, luminescence, uHTS (AID 1778); inhibition, % at 10 µM; hits with a dose series show IC50 in µM; KOR beta-arrestin recruitment, luminescence, antagonist mode; higher % means a stronger effect; hit rate 0.091% among 290,000; note: strong numbers were not always called active
HEK293 NOD2/NF-kB: NOD2 signaling inhibitors, cell-based, luminescence, uHTS, HEK293 (AID 1566); HEK293 NOD2/NF-kB luciferase reporter, luminescence; higher % means a stronger effect; one-dose inhibition, % at 4 µM; EC50 in µM for titrated hits; hit rate 0.63% among 290,000; note: many of its hits are not listed in these tables
M17LAP inhibition: P. falciparum M17LAP inhibitors, primary screen, biochemical, fluorogenic H-Leu-NHMec substrate, 1536-well (AID 1619); recombinant M17LAP, H-Leu-NHMec fluorogenic kinetic assay; higher % means a stronger effect; one-dose inhibition, % at 30 µM; IC50 in µM for titrated hits; hit rate 0.38% among 220,000;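 active = compound inhibiting the enzyme by more than half at any dose during confirmatory dose-response retesting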;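 note: plate controls were full reaction with DMSO carrier for no effect and no enzyme background for full effect; strong numbers were not always called active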
KOR beta-arrestin-2: KOR agonists, beta-arrestin recruitment, primary screen, cell-based, luminescence, uHTS (AID 1777); KOR beta-arrestin recruitment, luminescence; higher % means a stronger effect; hit rate 0.02% among 280,000; activation, % at 10 µM; hits with a dose series show EC50 in µM; in the data active = activation above about 50%, passing the limit was not always enough; note: a part of the inactive calls stands beside numbers as strong as those of hits
NOD1 NF-kB reporter: NOD1 signaling inhibitors, primary screen, cell-based, luminescence, uHTS (AID 1578); NOD1-driven NF-kB luciferase reporter cells, luminescence; higher % means a stronger effect; one-dose inhibition, % at 4 µM; EC50 in µM for titrated hits; hit rate 1% among 290,000; in the data active = inhibition mostly above about 36%, no sharp cut-off; inactive = mostly below about 34%;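 note: HEK-293T reporter cells stimulated with the NOD1 agonist gamma-tri-DAP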
Dynein cargo inh cytoplasmic EGFP: also measured in Dynein cargo inh; calls as there; z-score; measured here: cytoplasmic GR-EGFP intensity; stronger effect = higher value
Dynein cargo inh nuclear GR-EGFP: second read-out of Dynein cargo inh, no call of its own (marks repeat the call); z-score; measured here: nuclear GR-EGFP intensity;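 lower value marks the stronger effect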
Dynein cargo inh cell count: second read-out of Dynein cargo inh, no call of its own (marks repeat the call); z-score; measured here: cell count per field
* = called active by the depositor; nt = not tested or not shown; [ ] = dose if it differs, or a comment. Cut-off read from the data, not from the text of the source, unless noted: active = inhibition above about 50%; inactive = the rest. This is a subset; count on the stated rates, not on these rows.

Molecule	Dynein cargo inh	Dynein cargo inh cytoplasmic EGFP	Dynein cargo inh nuclear GR-EGFP	Dynein cargo inh cell count	GPR55 activation	AID2073	M1AAP inhibition	KOR beta-arrestin-1	HEK293 NOD2/NF-kB	M17LAP inhibition	KOR beta-arrestin-2	NOD1 NF-kB reporter
COc1ccc(S(=O)(=O)N2CCCC(C(=O)NCc3ccco3)C2)cc1OC (centres undefined)	nt	nt	nt	nt	-0.1%	1%	nt	-15%	5%	nt	-0.6%	-6%
Cc1ccc(-n2ncc(-c3nn[nH]n3)c2N)cc1	0.86	-0.14	0.41	-0.12	0.3%	-1%	6%	-5%	-5%	1%	5.5%	-12%
Cc1ccc(Nc2nc(N)nc(CN3CCN(Cc4ccccc4)CC3)n2)cc1Cl	0.19	-0.27	0.53	0.67	0.6%	2%	-3%	-6%	-26%	-7%	4.2%	-3%
CCc1nnc(NC(=O)CSc2nnc(CCc3nc4ccccc4[nH]3)n2C)s1	-0.091	-0.2	-0.17	0.13	-0.3%	31%	-1%	-22%	-4%	0%	0.4%	-23%
O=c1[nH]c(-c2ccc(Cl)cc2)cs1	-0.18	-0.26	0.1	0.95	0.2%	11%	2%	-4%	-1%	-1%	-4.4%	-25%
CCOc1ccc(NC(=O)Nc2cc(C)ccc2F)cc1	0.35	-0.21	0.29	-0.17	-0.1%	-1%	-3%	8%	-63%	11%	-1.9%	-84%
Nc1nonc1-n1nnc(C(=O)N/N=C/c2ccc(Cl)cc2Cl)c1CN1CCCCC1	nt	nt	nt	nt	-0.2%	4%	nt	-29%	15%	nt	-4.2%	-13%
COc1ccc(C(OCC(O)CN(C)C2CCCCC2)c2ccc(OC)cc2)cc1 (centres undefined)	nt	nt	nt	nt	-0.1%	9%	nt	35%	-34%	nt	-0.3%	-28%
COc1ccccc1Nc1nc(N)nc(CSc2ncccn2)n1	-0.072	-0.25	0.11	1	0.2%	18%	-4%	16%	5%	-7%	-4.5%	-21%
COc1ccc2oc(-c3ccccc3)c(C(=O)N(C)C)c2c1	nt	nt	nt	nt	-0.2%	20%	nt	-22%	-5%	nt	2.9%	-31%
COc1ccc(N2CCN(C(=O)CNS(=O)(=O)c3ccc(Br)s3)CC2)cc1	nt	nt	nt	nt	-0.3%	-1%	nt	5%	17%	nt	-1.3%	16%
COc1ccc(S(=O)(=O)Cc2ccc(C(=O)N3CCN(c4cc(Cl)ccc4C)CC3)o2)cc1	-1.5	-0.19	-0.93	0.41	-0.2%	-6%	-2%	-38%	-71%	-10%	-3.1%	-4%
O=[N+]([O-])c1cc(CSC2=NCCN2)ccc1O	-0.73	-0.19	0.19	0.76	-0.3%	-13%	nt	34%	24%	nt	1.1%	7%
O=C(NC1CCCCC1)C(c1ccc(F)cc1)N(Cc1ccco1)C(=O)CN1C(=O)c2ccccc2S1(=O)=O (centres undefined)	0.031	-0.035	0.12	-1.1	-0.3%	0%	-3%	-8%	7%	-5%	4.0%	-24%
C=CCN1C(=O)C(C(C)CC)NC1=S (centres undefined)	-0.6	-0.19	-0.15	0.74	-0.1%	-2%	-2%	44%	-5%	10%	-0.2%	-29%
O=C(O)CS(=O)CC(=O)NCc1cccc(C(F)(F)F)c1 (centres undefined)	-0.13	-0.054	0.19	0.47	0.2%	29%	11%	-48%[20 µM]	14%	-2%	-1.6%	1%
CCOC(=O)c1cnc(SC)nc1Nc1cccc2ccccc12	-0.86	0.38	-0.55	0.84	0.1%	-4%	9%	-6%	20%	13%	-4.7%	-15%
Cc1c(NC(=O)/C=C/c2cn(-c3ccccc3)nc2-c2ccccc2)c(=O)n(-c2ccccc2)n1C	-0.51	-0.24	-0.41	0.74	-0.2%	-5%	2%	9%	5%	6%	-0.4%	nt
CCN(CC(=O)Nc1sc2c(c1C#N)CCCC2)Cc1nc2ccccc2c(=O)[nH]1	0.61	-0.32	0.57	-0.29	-0.4%	0%	-1%	14%	5%	1%	-2.2%	-42%
Cc1ccc(N2CC(C(=O)Nc3cc(C)on3)CC2=O)c(C)c1 (centres undefined)	nt	nt	nt	nt	-0.2%	0%	nt	-28%	12%	nt	4.3%	-8%
Cc1ccccc1-n1c(=O)cc(N2CC(C)OC(C)C2)[nH]c1=O (centres undefined)	-0.076	-0.26	-0.11	0.69	0.3%	-2%	1%	-37%	-6%	4%	8.4%	0%
CCc1ccc(N(C(=O)c2csnn2)C(C(=O)NC2CCCCC2)c2ccncc2)cc1 (centres undefined)	nt	nt	nt	nt	-0.1%	7%	nt	40%	10%	nt	-3.0%	-10%
COc1ccc(CNc2ccc3c(c2)nc(C)n3C)cc1	-1.2	-0.28	-0.45	0.32	-0.1%	-1%	4%	29%	-46%	8%	4.0%	-54%
COC(=O)c1ccc(=O)n(CC(=O)c2ccc(Cl)cc2)c1	0.037	-0.29	0.16	0.48	0.2%	0%	1%	-16%[20 µM]	16%	-3%	-2.7%	-10%
C=CCc1cccc(/C=N/NC(=O)C[n+]2ccccc2)c1O	nt	nt	nt	nt	-0.1%	7%	nt	5%	53%*	nt	-4.7%	3%
O=C(Cn1ccc([N+](=O)[O-])n1)N1CCCCCC1	-0.066	-0.24	0.17	0.32	-0.4%	-6%	6%	9%	-13%	3%	2.2%	5%
Cc1cccnc1NC(=O)C12CCC(C)(C(=O)O1)C2(C)C (centres undefined)	-0.098	-0.22	-0.83	-0.32	-0.2%	7%	5%	-27%	14%	5%	2.7%	6%
CCCCN(Cc1ccco1)S(=O)(=O)c1ccc(-c2ccc(=O)[nH]n2)s1	nt	nt	nt	nt	0.1%	0%	nt	5%	-1%	nt	-0.6%	9%
O=C(c1ccc(Cl)cc1)c1ccccc1C(=O)N1CCOCC1	-0.037	-0.23	-0.23	0.58	-0.2%	6%	16%	-2%	7%	-56%	2.7%	16%
COc1cc(/C=N/Nc2ccccn2)ccc1OCC(C)C	2.8	-0.18	2.6	-2.8	0.1%	-8%	7%	-14%	-44%	6%	-3.1%	-59%
CCOCCOCN(C#N)c1nc(OC)nc(N(C)C)n1	0.45	-0.19	0.69	-0.024	-0.1%	5%	-1%	-1%	-14%	-11%	2.6%	-21%
COc1ccc(-n2cnnc2SCC(=O)Nc2nc(C)c(Cl)cc2Cl)cc1	-0.41	-0.16	0.076	0.7	0.0%	1%	5%	0%	10%	-8%	0.2%	-5%
O=C(NNC1=C(C(=O)C(F)(F)F)CCC1)c1ccc(Br)cc1	-0.67	-0.1	-0.37	0.092	-0.2%	7%	10%	-120%	2%	-7%	-4.5%	44%
Cc1ccc(-c2nc(C3CCN(S(C)(=O)=O)CC3)no2)cc1	-0.61	-0.41	-0.19	0.54	0.2%	2%	0%	-48%	9%	2%	4.7%	-32%
CC(C)(C)c1ccc(CCC(CC(=O)O)CC(=O)O)cc1	0.73	-0.19	0.79	-0.45	0.5%	2%	-4%	3%[20 µM]	-2%	-6%	-2.7%	-21%
CCOC(=O)Cc1ccc(NS(=O)(=O)c2ccc(SC)cc2)cc1	-0.3	-0.2	-0.12	0.27	0.8%	-6%	-3%	-22%	-1%	-2%	5.7%	4%
CC(C)NC(=O)C1CCN(C2CCN(Cc3cn[nH]c3-c3ccccc3)CC2)CC1	-0.3	-0.12	-0.47	0.48	-0.4%	6%	5%	15%	-5%	1%	-0.9%	-31%
Cc1ccc(-c2nc(N/N=C/c3ccncc3)c3ccccc3n2)cc1	-0.28	-0.22	-0.31	0.52	-0.1%	4%	10%	2%	-197%	7%	1.6%	-17%
CCOC(=O)N1CCN(C(=O)CCc2ccc(S(=O)(=O)NC(C)C)cc2)CC1	nt	nt	nt	nt	-0.2%	-8%	nt	-25%	4%	nt	-0.3%	22%
Clc1ccc(Nc2ncnc3c2nnn3Cc2ccccc2)cc1	-0.55	-0.21	-0.34	-0.1	-0.1%	5%	16%	-16%	8%	0%	1.9%	3%
O=C(Oc1coc(CSc2ncccn2)cc1=O)c1ccccc1[N+](=O)[O-]	1.1	-0.14	0.71	-1.6	-0.5%	-15%	1%	20%	-11%	14%	-3.7%	-23%
COC(=O)C1=C(C)N(C)C(=O)/C1=C\c1ccco1	0.53	0.5	1.1	-1.5	0.0%	-22%	9%	-2%	-8%	-9%	4.0%	-25%

Given with each value named: part of the list above
CCOC(=O)Cc1ccc(NS(=O)(=O)c2ccc(SC)cc2)cc1
  Dynein cargo inh: -0.3; Dynein cargo inh cytoplasmic EGFP: -0.2; Dynein cargo inh nuclear GR-EGFP: -0.12; Dynein cargo inh cell count: 0.27; GPR55 activation: 0.8%; AID2073: -6%; M1AAP inhibition: -3%; KOR beta-arrestin-1: -22%; HEK293 NOD2/NF-kB: -1%; M17LAP inhibition: -2%; KOR beta-arrestin-2: 5.7%; NOD1 NF-kB reporter: 4%

CC(C)NC(=O)C1CCN(C2CCN(Cc3cn[nH]c3-c3ccccc3)CC2)CC1
  Dynein cargo inh: -0.3; Dynein cargo inh cytoplasmic EGFP: -0.12; Dynein cargo inh nuclear GR-EGFP: -0.47; Dynein cargo inh cell count: 0.48; GPR55 activation: -0.4%; AID2073: 6%; M1AAP inhibition: 5%; KOR beta-arrestin-1: 15%; HEK293 NOD2/NF-kB: -5%; M17LAP inhibition: 1%; KOR beta-arrestin-2: -0.9%; NOD1 NF-kB reporter: -31%

Among those listed so far, two have a COOH group:
Molecule	Dynein cargo inh	Dynein cargo inh cytoplasmic EGFP	Dynein cargo inh nuclear GR-EGFP	Dynein cargo inh cell count	GPR55 activation	AID2073	M1AAP inhibition	KOR beta-arrestin-1	HEK293 NOD2/NF-kB	M17LAP inhibition	KOR beta-arrestin-2	NOD1 NF-kB reporter
O=C(O)CS(=O)CC(=O)NCc1cccc(C(F)(F)F)c1 (centres undefined)	-0.13	-0.054	0.19	0.47	0.2%	29%	11%	-48%[20 µM]	14%	-2%	-1.6%	1%
CC(C)(C)c1ccc(CCC(CC(=O)O)CC(=O)O)cc1	0.73	-0.19	0.79	-0.45	0.5%	2%	-4%	3%[20 µM]	-2%	-6%	-2.7%	-21%

High-throughput results: PubChem BioAssay, several laboratories
